High-throughput results (PubChem BioAssay)
GAA850 FXN act – activators of GAA850 frataxin (FXN) promoter. HEK293 lucGAA850 FXN promoter luciferase reporter, 24 h; percent of 10 µM SAHA response. activation, % at 6 µM. 360,000 tested, 0.56% active. AID 540364;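 active means activation above the average of all compounds screened plus 3 SD, cutoff fixed separately per campaign, cut at about 7.5% in these data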;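 further: 0% = DMSO wells and 100% = 10 µM SAHA wells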
hcDAF-12 act – activates DAF-12 receptor from parasite H. contortus; HEK293 hcDAF-12 lit1-tk-luc reporter, luminescence; 0% DMSO, 100% Δ7-dafachronic acid; 370,000 tested, 1.4% active; AID 652067; activation, % at 6.8 µM;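 active means activation above the mean of all tested compounds plus 3 SD, cut at about 5.5% in these data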;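 further: 100% = response to 3 µM Δ7-dafachronic acid high control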
PLC-beta3 inh – blocks human PLC-beta3 enzyme activity. Q01970. Purified PLC-beta3, fluorogenic substrate, fluorescence. inhibition, % at 12.2 µM. 370,000 tested, 0.18% active; in the data active means inhibition above about 11%;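 further: 0% = median of compound wells on plate and 100% = full blocker control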
SMARCA2 act – activators of SMARCA2 function | MG213 cells, MMTV-luciferase reporter, dexamethasone, overnight | activation, % at 9.1 µM | 370,000 tested, 1% active | AID 652017; in the data active means activation above about 7.8%;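 further: 0% = vehicle wells and 100% = reference activator wells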
HGIII-sPLA2 inh – Inhibits HGIII-sPLA2 liposome hydrolysis, primary screen; AID 743126; QFRET BODIPY PC-A2 liposome hydrolysis, fluorescence; inhibition, % at 12.2 µM; 370,000 tested, 0.56% active; Q9NZ20;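 active means inhibition above mean plus 3 SD of compounds lying within the high and low control bounds, cut at about 19% in these data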;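 further: 0% = median of test compound wells and 100% = no enzyme DMSO wells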
PG9 Ab binder – PG9 antibody binding by small molecule. AID 624416. 360,000 tested, 0.43% active. TR-FRET gp120-PG9 antibody binding. inhibition, % at 6.7 µM; in the data active means inhibition above about 8.5%
ssDAF12 agonist – activators of S. stercoralis DAF-12 nuclear receptor | HEK293 ssDAF-12/GRIP1 lit1-tk-luc reporter, luminescence; % of 3 µM dafachronic acid response | activation, % at 6.8 µM | 370,000 tested, 1% active | AID 652126;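 active means activation above the mean over all tested compounds plus 3 SD, cut at about 0.9% in these data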;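 further: 0% = DMSO-only wells and 100% = 3 µM delta7-dafachronic acid wells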
DAX1 inh-1 – blocks DAX1 repression of SF-1 activated StAR promoter. 370,000 tested, 1.1% active. AID 652010. inhibition, % at 6.8 µM. HEK293T StAR-luciferase reporter, SF-1/DAX-1 repression relief;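 active means inhibition above the mean over all tested compounds plus 3 SD, cut at about 3.6% in these data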;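 further: 0% = DAX-1 cells with DMSO and 100% = cells lacking DAX-1 with DMSO; higher inhibition means more luminescence from relief of DAX-1 repression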
hgDAF-12 ag – activates the H. glycines DAF-12 receptor ligand-binding domain; HEK293 GAL4-hgDAF12 UAS-luciferase reporter, agonist luminescence; normalized to butyrate control; AID 687014; 370,000 tested, 1.8% active; activation, % at 6.8 µM;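 active means activation above a cutoff set at the mean of all screened compounds plus 3 SD, cut at about 10% in these data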;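 further: 0% = DMSO wells and 100% = sodium butyrate wells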
NR1D1 modulator – Rev-erb alpha (human) modulation; P20393; Rev-erbα–FITC-DNA binding, fluorescence polarization, 90 min; activity, % at 10 µM; 370,000 tested, 0.79% active;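 active means activity above about 14%, limit read from the data; passing the limit was not always enough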;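 further: 0% = DMSO wells with 35 nM protein and 100% = DMSO wells with 750 nM protein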
Target sequence (P20393 whole entry, looked up): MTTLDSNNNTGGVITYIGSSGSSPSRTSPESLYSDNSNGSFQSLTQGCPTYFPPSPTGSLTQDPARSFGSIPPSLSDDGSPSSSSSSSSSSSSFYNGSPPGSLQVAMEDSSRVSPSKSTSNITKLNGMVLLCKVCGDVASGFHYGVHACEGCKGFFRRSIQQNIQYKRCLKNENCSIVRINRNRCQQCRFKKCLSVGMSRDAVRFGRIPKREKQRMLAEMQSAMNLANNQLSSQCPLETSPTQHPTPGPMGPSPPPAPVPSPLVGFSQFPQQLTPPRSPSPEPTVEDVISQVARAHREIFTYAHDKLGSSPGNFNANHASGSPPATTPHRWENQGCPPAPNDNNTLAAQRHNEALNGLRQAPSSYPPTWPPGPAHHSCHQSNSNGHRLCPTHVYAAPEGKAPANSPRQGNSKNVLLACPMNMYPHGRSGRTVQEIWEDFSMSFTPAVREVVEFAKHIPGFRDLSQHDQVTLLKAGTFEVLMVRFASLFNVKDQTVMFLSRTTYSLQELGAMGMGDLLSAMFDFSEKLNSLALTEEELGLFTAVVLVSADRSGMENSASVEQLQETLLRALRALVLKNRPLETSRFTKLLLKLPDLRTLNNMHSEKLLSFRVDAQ
DAX1 inh-2 – NR0B1 (DAX1) inhibition | AID 504766 | HEK293 Gal4-DAX1 luciferase reporter, luminescence | 340,000 tested, 0.99% active | inhibition, % at 6.75 µM | P51843;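 active means inhibition above the mean over all tested compounds plus 3 SD, cut at about 4.2% in these data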;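 further: 0% = DAX1-transfected cells with DMSO and 100% = empty-vector control cells with DMSO; inhibition shows as a rise in luminescence from relieved DAX1 repression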
Target sequence (P51843 207-470 limits assumed): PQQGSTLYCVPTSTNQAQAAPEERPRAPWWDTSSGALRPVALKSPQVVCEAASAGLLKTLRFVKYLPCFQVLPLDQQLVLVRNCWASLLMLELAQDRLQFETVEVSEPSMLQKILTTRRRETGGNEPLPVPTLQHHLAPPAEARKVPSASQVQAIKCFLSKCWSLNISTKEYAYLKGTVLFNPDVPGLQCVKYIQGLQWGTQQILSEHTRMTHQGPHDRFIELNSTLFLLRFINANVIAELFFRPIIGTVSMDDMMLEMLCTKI
Numbers without * were called inactive; i = inactive; . = no result given. An unsorted share of the library (roughly 7% active in at least one column).

SMILES	GAA850 FXN act	hcDAF-12 act	PLC-beta3 inh	SMARCA2 act	HGIII-sPLA2 inh	PG9 Ab binder	ssDAF12 agonist	DAX1 inh-1	hgDAF-12 ag	NR1D1 modulator	DAX1 inh-2
CC1CCC(C(O)(C(=O)O)C2CCCCC2)CC1C (stereo not given)	-0.3	-0.9	-4	-7	10	0.7	-1.4	2.1	1.5	2	0.0
CCOc1ccc(CN2C(=O)c3ccccc3C2C(=O)NCC2CCCO2)cc1 (stereo not given)	2.6	-1.8	-34	-4	13	0.8	-1.8	0.3	-0.8	-3	0.5
NC(=O)c1ccccc1NC(=O)c1ccc2ccccc2c1	5.8	11*	-10	5	-11	-0.3	3.1*	2.7	23*	2	0.0
COc1ccccc1NC(=O)c1ccc(COc2ccccc2Br)o1	0.8	-1.2	-17	-2	-10	0.1	-1.4	-0.3	0.2	6	-0.4
COc1ccc(-c2cc(C)nc3c(-c4ccccc4)cnn23)cc1	1.8	5.1	-17	0	5	-0.8	0.0	12*	14*	-4	0.3
COC(=O)NCCc1cc(OC)c(OC)cc1S(=O)(=O)N1CC(=O)Nc2ccccc21	-0.6	2.3	-1	1	6	-1.8	-0.6	0.0	2.6	6	0.4
CCN(C(=O)COC(=O)C12CC3CC(CC(O)(C3)C1)C2)c1c(N)n(Cc2ccccc2)c(=O)[nH]c1=O	1.2	-0.7	-5	0	2	-1.5	-0.8	-0.8	1.2	-1	0.7
COc1ccc(OC)c(-c2csc(NC(=O)COC(=O)C3(C)CC3(Cl)Cl)n2)c1 (stereo not given)	2.5	-1.2	0	-5	-11	-3.5	-1.5	-0.3	-3.6	-10	-0.7
COc1cc(C(=O)NC(C)CCn2cccn2)ccc1OC1CCN(C(C)=O)CC1 (stereo not given)	-0.2	-0.4	-11	0	7	0.5	-1.2	0.1	-2.6	-7	0.1
Cc1ccc(CNC(=O)c2cncc(Br)c2)cc1	0.6	-1.2	-7	-3	3	0.8	-0.8	0.5	-0.7	1	4.0
COC(=O)c1c(N2C(=O)[C@H]3[C@@H](C2=O)[C@]2(C(=O)Nc4c2ccc(C)c4C)N2CCC[C@@H]32)sc(C)c1C	1.0	1.0	-9	-4	-2	-1.9	-0.4	-0.3	-1.0	6	0.3
O=c1c(NCCc2ccccc2)c(-c2ccccc2)c1=O	0.0	-0.7	-1	-1	-1	-1.5	-0.9	-0.5	-2.3	-2	-1.0
O=C(Nc1cccnc1Cl)c1cc(-c2ccc(F)cc2)on1	0.0	0.0	-3	0	2	0.8	-1.5	-0.1	-0.7	18	5.0*
CS(=O)(=O)N(CC(=O)N1CCc2ccccc2C1)c1ccc(Br)cc1	1.1	1.6	-4	-4	-9	-2.5	-1.3	-0.2	-2.0	-2	.
CCCNS(=O)(=O)c1ccc(OCC(=O)N2CCCC2)cc1	2.7	-0.7	0	-4	8	-1.6	-1.8	0.1	0.4	0	0.5
COc1ccc(C2=Nc3ccccc3N(C(=O)c3cccnc3)C2C(=O)NC2CCCC2)cc1 (stereo not given)	.	-0.6	-28	3	12	-0.8	-0.2	1.0	6.1	6	.
CC(C)C(=O)Nc1nnc(-c2ccccc2)o1	-1.1	-4.2	6	0	-3	-0.7	-1.4	2.1	0.5	-3	1.2
Cc1noc(C)c1C(=O)Nc1ccc(S(=O)(=O)N2CCCCC2)cc1	2.5	-2.9	-4	-3	0	-1.7	-1.2	-1.8	-2.6	7	0.1
Cc1occc1-c1nnc(SCC(=O)NCc2cccs2)n1-c1ccc(F)cc1	-0.2	-1.8	2	-2	-9	-0.1	-1.3	-0.5	-1.9	1	1.0
COc1ccc([C@H]2CC(=O)C=C(c3cc(OC)ccc3OC)C2)cc1	-2.7	-1.8	-117	1	-9	-1.1	-1.8	-1.7	1.3	-2	-1.6
Cc1ccc2nc(C3CCCN(C(=S)Nc4ccccc4C)C3)[nH]c2c1 (stereo not given)	-1.1	-0.8	7	4	8	-0.4	-0.9	-0.1	-4.3	2	-0.1
CN(C(=O)COc1ccc(Cl)cc1Br)C1CCCCC1	4.0	2.1	-5	2	4	1.2	-0.6	1.4	0.7	0	0.8
CC(C)(C)NC(=O)COC(=O)c1ccc2c(c1)C(=O)N(Cc1ccco1)C2=O	0.9	-1.5	-4	-2	3	0.0	-1.0	0.0	0.2	3	1.7
CC(C)c1ccc(NC(=S)NNc2ccc(Cl)c(C(=O)O)c2)cc1	4.0	-0.9	0	-1	-9	0.2	-0.8	1.3	3.4	-1	-0.7
CSC(=NC#N)N1CCN(c2ccc(Cl)cc2)CC1	3.7	-0.3	2	-2	4	-1.1	-1.6	-0.2	0.5	-7	0.1
c1ccc(-n2ncc3c(N4CCN(c5ccccn5)CC4)nc(N4CCCCCC4)nc32)cc1	0.5	-0.7	0	0	-4	-0.4	-1.4	0.4	0.3	0	-0.8
CC(C)=CCN1CCN(Cc2ccc3nsnc3c2)CC1CCO (stereo not given)	-2.0	-1.2	-2	3	1	0.0	-1.3	0.2	1.8	6	-0.9
OCCNc1nc(N2CCCC2)nc(N2CCCC2)n1	1.1	-0.6	3	1	2	0.0	-1.6	0.0	-1.5	6	0.0
O=C(C1CCCO1)N1CCN(C(=S)Nc2ccccc2)CC1 (stereo not given)	2.4	-2.6	1	3	2	0.3	-0.8	0.7	3.0	1	-0.6
CCOc1ccc(NC(=O)CN(C)C(=O)c2ccc(N3CCCCCC3)c([N+](=O)[O-])c2)cc1OCC	-0.5	-0.6	-9	-3	1	-0.3	-0.9	-0.4	0.2	5	-2.1
O=C(O)C1(c2ccccc2)CCN(S(=O)(=O)c2ccccc2)CC1	0.5	-0.5	-7	-1	8	-0.4	1.0*	-0.3	0.5	4	-0.4
CC(=O)N(C)c1ccc(C(O)(C(F)(F)F)C(F)(F)F)cc1	-0.7	1.0	0	4	3	0.9	-1.3	-0.1	2.2	5	0.8
COc1ccc(C(CNC(=O)c2cccc(S(=O)(=O)N(C)c3ccccc3)c2)N2CCCC2)cc1 (stereo not given)	-3.9	-1.1	-12	-2	-17	0.2	-1.4	0.8	-1.2	-2	0.0
Cc1nc2ccc(NC(=O)c3cc(S(=O)(=O)N(C)c4ccccc4)ccc3Cl)cc2s1	-4.6	-3.9	-7	-5	-7	-2.1	-2.9	-3.2	-6.9	1	-5.3
COc1ccccc1N1N=C(c2cccs2)CC1c1ccccc1 (stereo not given)	0.1	-1.0	i	2	-4	6.3	-1.2	-0.9	-1.9	4	-0.5
CCn1c(SCC(=O)N2CCOCC2)nnc1-c1ccco1	-0.3	-0.1	2	0	3	-1.2	-0.7	-0.2	2.1	-1	1.0
CC(C)Oc1cccc(NC(=O)C2(C)CCN2C(=O)C(C)C)c1 (stereo not given)	-0.2	-1.1	-2	0	-3	-0.9	-2.0	-1.6	1.9	0	.
CCC(=O)N1CCN(c2nc(-c3ccc(Cl)cc3)cs2)CC1	0.3	-2.4	-1	-1	4	-3.6	-1.7	-2.3	-2.4	-4	-1.1
O=C1[C@@H](c2ccccc2)CC[C@@H]2C=CC[C@H]3CCN1[C@@H]32	.	-1.4	0	3	0	0.1	-1.1	0.0	3.2	-2	.
CCCOc1ccc(CNC(=O)C2CCN(C(=O)N3CCOc4ccccc43)CC2)cc1	-2.0	-4.0	1	-2	-13	-0.6	-1.9	-1.8	-6.0	-3	-1.9

Reprinted from the part before: 2 compounds, then new ones.
SMILES	GAA850 FXN act	hcDAF-12 act	PLC-beta3 inh	SMARCA2 act	HGIII-sPLA2 inh	PG9 Ab binder	ssDAF12 agonist	DAX1 inh-1	hgDAF-12 ag	NR1D1 modulator	DAX1 inh-2
O=C1[C@@H](c2ccccc2)CC[C@@H]2C=CC[C@H]3CCN1[C@@H]32	.	-1.4	0	3	0	0.1	-1.1	0.0	3.2	-2	.
CCCOc1ccc(CNC(=O)C2CCN(C(=O)N3CCOc4ccccc43)CC2)cc1	-2.0	-4.0	1	-2	-13	-0.6	-1.9	-1.8	-6.0	-3	-1.9
COc1cccc(NC2=NCC(=O)N2Cc2cccs2)c1	1.8	-1.2	-4	3	1	-1.3	-0.9	0.1	-0.4	7	-0.6
OCCN1CCN(CCO)C1=S	-1.1	0.3	2	3	-5	-2.4	-1.5	-0.2	-0.4	-3	0.8
CCOc1ccccc1NC(=O)N1CCCC1C(=O)Nc1nnc(CC)s1 (stereo not given)	0.2	-1.1	1	-4	2	-0.1	-0.8	0.4	-0.6	3	-0.1
CCOc1ccc2nc(NC(=O)C3CCCN(S(=O)(=O)c4cccc5nonc45)C3)sc2c1 (stereo not given)	-1.0	-0.6	2	-3	-1	0.9	0.7	0.8	-1.4	7	0.6
C=CCn1c(-c2cccc(OC)c2)nc2nc3ccccc3nc21	5.6	2.1	-255	2	-2	-0.4	-0.9	0.2	3.0	-1	0.4
CC[C@]12c3[nH]c4ccc(Cl)cc4c3CCN1C(=O)[C@@H](CC(=O)NCCN1CCOCC1)C[C@@H]2C(=O)N1CCN(C(=O)c2ccco2)CC1	-0.3	0.6	10	-4	4	-1.2	0.4	0.3	0.9	4	-0.3
COc1ccc(N(C(C)C(=O)NCc2ccco2)S(C)(=O)=O)cc1 (stereo not given)	0.2	0.2	-5	-5	-8	-0.7	-0.9	0.0	1.4	-5	0.7
Cc1ccc(NC(=O)CCC(=O)NNC(=S)Nc2ccc(F)cc2F)cc1C	1.7	0.1	-5	-1	4	-2.1	-0.3	0.2	1.3	-2	0.5
CC(C)NC(=O)CC1C(=O)N(Cc2ccccc2)C(C)c2nc3ccccc3n21 (stereo not given)	-0.9	-0.9	4	-2	7	-1.2	-1.4	0.2	4.2	0	-0.1
COc1ccc(Cn2c(/C=C/c3ccccc3)nc3ccccc32)cc1	1.0	6.4*	i	6	-1	1.5	0.8	3.8*	18*	3	2.5
O=C(COC(=O)CCc1ccccc1)NCc1ccc2c(c1)OCO2	-1.4	0.5	0	0	-6	-3.4	-0.9	-0.1	0.7	-1	-1.6
CCn1nc(NC(=O)c2ccccn2)c2cc3cccc(C)c3nc21	-1.5	0.2	-23	0	2	-1.0	-0.3	-0.1	1.4	-2	-0.4
COc1ccc(/C=N/NC(=O)CC(=O)N/N=C/c2ccc(OC)cc2)cc1	1.1	-0.8	1	-2	-20	-0.3	-1.1	0.1	0.5	5	0.5
CCn1c(SCC(=O)NC2CCCCC2)nc2c(c1=O)SC(C)C2 (stereo not given)	1.6	-0.8	3	1	1	-2.2	-0.8	-0.2	-1.1	-4	0.1
N#CCCn1c2ccccc2c2nc3ccccc3nc21	6.1	-0.5	-149	3	6	-0.2	-0.7	-0.8	1.5	6	0.9
Cc1ccc(CNC(=O)CSc2nc(C)cc(C)c2C#N)cc1	-2.9	-1.1	-1	-1	5	58*	-1.2	-0.1	0.3	14	0.3
COc1ccc(OC)c(S(=O)(=O)N(C)CC(=O)N2CCc3ccccc3C2)c1	-1.0	-1.1	-1	2	2	-1.3	-1.4	0.1	-0.3	-2	-1.4
